# High-throughput results as filed in PubChem.
# OX1R antagonist: antagonists of human orexin 1 receptor; CHO/OX1R cells, Fluo-8 calcium fluorescence, orexin A; inhibition, % at 5 µM; 330,000 tested, 0.43% active; AID 434989;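 active means inhibition above its plate's threshold, mean inhibition of all tested compounds on the plate plus 3 SD, cut at about 37% in these data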;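 further: 0% = orexin A challenge wells and 100% = SB-334867-A antagonist wells; not every result past the cut was called active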
# Target sequence (O43613 whole entry, looked up): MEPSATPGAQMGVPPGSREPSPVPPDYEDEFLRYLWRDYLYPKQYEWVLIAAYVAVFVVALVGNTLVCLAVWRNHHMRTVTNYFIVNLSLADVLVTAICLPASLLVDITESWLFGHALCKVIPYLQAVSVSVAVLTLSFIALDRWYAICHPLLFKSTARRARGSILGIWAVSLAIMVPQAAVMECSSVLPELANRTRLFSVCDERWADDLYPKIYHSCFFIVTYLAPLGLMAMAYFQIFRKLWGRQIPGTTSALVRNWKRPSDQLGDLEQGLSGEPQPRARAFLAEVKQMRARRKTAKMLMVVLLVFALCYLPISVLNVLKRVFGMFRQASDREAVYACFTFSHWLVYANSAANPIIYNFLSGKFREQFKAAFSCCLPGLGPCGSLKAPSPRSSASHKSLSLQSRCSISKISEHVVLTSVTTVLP
# CHT PAM: allosteric activators of human choline transporter CHT; Q9GZV3; CHT-expressing cells, membrane potential dye, choline EC20; active compounds read high; LV-AA mutant CHT in HEK293 cells; B-score at 10 µM; 310,000 tested, 0.49% active;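 active means initial fluorescence not abnormally high and integrated response B-score, plate-corrected, over 3 SD above library mean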
# Target sequence (Q9GZV3 whole entry, looked up): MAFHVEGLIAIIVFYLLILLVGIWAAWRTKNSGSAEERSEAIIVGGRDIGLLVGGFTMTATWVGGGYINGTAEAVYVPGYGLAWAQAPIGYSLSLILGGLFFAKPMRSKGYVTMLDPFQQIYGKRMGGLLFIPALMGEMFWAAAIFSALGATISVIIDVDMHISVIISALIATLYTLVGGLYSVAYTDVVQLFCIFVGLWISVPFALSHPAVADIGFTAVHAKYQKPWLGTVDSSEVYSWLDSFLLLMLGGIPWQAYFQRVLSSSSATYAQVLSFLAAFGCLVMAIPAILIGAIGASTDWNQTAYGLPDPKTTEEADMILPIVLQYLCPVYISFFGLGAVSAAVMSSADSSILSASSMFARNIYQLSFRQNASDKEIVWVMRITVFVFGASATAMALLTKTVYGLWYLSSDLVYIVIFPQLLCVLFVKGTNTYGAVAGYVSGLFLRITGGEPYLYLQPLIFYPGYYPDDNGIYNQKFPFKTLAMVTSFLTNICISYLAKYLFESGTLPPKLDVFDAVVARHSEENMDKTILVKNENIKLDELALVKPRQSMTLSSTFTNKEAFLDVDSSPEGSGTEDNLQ
# Starred values were filed as active, the others as inactive; i = inactive; nt = not tested or not shown.
# Results follow in this order: OX1R antagonist, CHT PAM
> CCOC(=O)c1c(C)[nH]c(C(=O)OCc2ccc([N+](=O)[O-])cc2)c1C
  -34, i
> CC(CCc1ccccc1)NC(=O)CSc1ccccn1 (configuration not stated)
  -15, i
> COc1ccccc1NS(=O)(=O)c1cccc(C(=O)NCC(c2ccco2)N(C)C)c1 (configuration not stated)
  -9, i
> CC(=O)Nc1ccc(NC(=O)CSc2ccc(-c3cccnc3)nn2)cc1
  -5, i
> COc1ccc(N2CCN(Cc3cc4c(cc3O)CCC4)CC2)cc1
  -35, i
> CCOCCCNc1c2c(nc3cc(-c4ccc(F)cc4)nn13)CCC2
  -40, i
> CC(C)C1C(c2ccccc2)NC(c2ccccc2)CC1(O)c1ccc(F)cc1 (configuration not stated)
  -41, i
> Cc1ccc(CSC2=Nc3ccccc3C3=NC(CCC(=O)NCc4ccco4)C(=O)N23)cc1 (configuration not stated)
  -52, i
> CC(C)N(C(=O)[C@H]1C[C@H](CC(=O)NCc2ccco2)C(=O)N2CCc3c([nH]c4cc(-c5ccco5)ccc34)[C@]12C)C(C)C
  -16, nt
> Cc1cc(C)n(C(=O)c2c([N+](=O)[O-])c(C)nn2C)n1
  -4, i
> O=C(CNC(=O)c1ccco1)OCc1ccccc1F
  3, nt
> COc1ccc(S(=O)(=O)NCc2cccs2)cc1
  7, i
> O=C(NCCC1CCCCN1S(=O)(=O)c1ccccc1)C(=O)Nc1ccccc1 (configuration not stated)
  -38, i
> COC(=O)CCCCCNc1ccc(C(=O)OC)cc1N
  -29, i
> Cn1c(SCC(=O)NC(c2ccccc2)c2ccccc2)nnc1-c1cccs1
  -23, i
> NC(=O)C1CCN(CC(=O)Nc2ccc3c(c2)OCCO3)CC1
  -10, nt
> CCOC(=O)/C(C#N)=C/c1cn(CCC(=O)O)nc1-c1ccc(Br)cc1
  -4, i
> CCOC(=O)c1nnsc1NC(C)=O
  -15, i
> COc1ccc(N(CC(=O)N2CCCCC2)S(=O)(=O)c2ccccc2)c(OC)c1
  -11, i
> CCOC(=O)COc1cc(O)c2c(=O)cc(-c3ccccc3)oc2c1
  -12, i
> c1ccc(-c2nc3ccccc3c3nncn23)cc1
  -8, i
> COc1ccccc1/C=C/CN1CCCC(CCC(=O)NCc2ccc(F)c(F)c2)C1 (configuration not stated)
  -25, i
> C/C(=C(\C#N)C(=O)NCCCN1CCOCC1)N(C)C
  -12, i
> CCc1c(C)nc2ncnn2c1N1CCC(C(=O)Nc2cccc(C(C)=O)c2)CC1
  -32, i
> C=CC[n+]1c(-c2ccc(OCC)cc2)csc1NNC(=O)Nc1ccccc1
  -16, i
> CCOC(=O)[C@@H]1[C@H]2COc3cc(OC)ccc3[C@H]2N2C(=O)N(c3ccc(C(F)(F)F)cc3)C(=O)[C@@]12C
  -34, i
> CC(OC(=O)CN1C(=O)C2CCCCC2C1=O)C(=O)Nc1ncc(Cl)cc1Cl (configuration not stated)
  -17, i
> N#Cc1c(NC(=O)CSc2nc3ccccc3s2)sc2c1CCCC2
  -27, i
> Cc1ccc(OCC(=O)Nc2cccc3ccccc23)c([N+](=O)[O-])n1
  -16, nt
> N/C(=N\OC(=O)c1ccco1)c1ccc(Br)cc1
  -26, i
> CCCCC/C=N\NC(=O)Cc1ccc([N+](=O)[O-])cc1
  4, i
> COc1cc(NC(=O)Cn2cnc(S(=O)(=O)N3CCOCC3)c2)cc(OC)c1OC
  -11, i
> O=C(O)C1CCC1C(=O)Nc1nc(-c2ccc(Cl)s2)cs1 (configuration not stated)
  -3, i
> Cc1oc(C(C)(C)C)cc1C(=O)Nc1ccc2c(c1)OCCO2
  -18, i
> COCCNCCCOc1ccc(Br)cc1Cl
  -18, i
> CCC(C)n1c(SCC(=O)NC2CCCC2)nc2ccccc2c1=O (configuration not stated)
  -27, i
> Cc1ccc(C)c(OCCC(=O)N(C)CC(=O)Nc2c(C)cccc2C)c1
  -15, nt
> O=C(c1ccco1)N1CCN(C(c2cccs2)c2nnnn2C2CCCC2)CC1 (configuration not stated)
  -25, i
> COc1ccc(NC(=O)CCCC(=O)NCCc2ccc(OC)c(OC)c2)cc1
  -9, i
> Cc1cc(CNC(=O)C2CCC(=O)N(Cc3ccccc3F)C2)on1 (configuration not stated)
  -12, i
> CCOC(=O)C1CCN(S(=O)(=O)c2ccc(CNC(=O)c3ccccc3)s2)CC1
  -21, i
> N#CCSc1nnc(Cc2cccs2)n1C1CCCCC1
  -23, i
> COc1ccc(/C(O)=C2/C(=O)C(=O)N(c3ncccn3)C2c2ccc(OC)c(OC)c2)cc1 (configuration not stated)
  -2, i
> Cc1noc(NS(=O)(=O)c2ccc(NC(=O)c3ccoc3C)cc2)c1C
  3, i
> Cc1cc(C)cc(C(=O)OCC(=O)NCc2ccco2)c1
  -6, nt
> COc1cc(C2=NOC(C(=O)Nc3cccnc3)C2)cc(OC)c1OC (configuration not stated)
  2, i
> CCOc1cc(/C=N/NC(=O)C(C)Sc2ccccn2)ccc1O (configuration not stated)
  -26, i
> Cc1cc(C)c(C(=O)CSc2nnc(C)s2)c(C)c1
  -25, i
> CSc1nc(Cc2ccccc2)nc2ccccc12
  -17, i
> COc1ccccc1-c1coc2c(CN(C)C)c(O)ccc2c1=O
  -22, i
> O=C(COC(=O)c1cc(=O)c2ccccc2o1)Nc1cc(Cl)ccc1Cl
  -1, nt
> O=C(COc1ccc(F)cc1)OCCN1CCOCC1
  1, i
> Cn1ncc(Cl)c1C(=O)NC(=S)Nc1sc2c(c1C#N)CCCCC2
  1, i
> O=C(Nc1cccc(NC(=O)c2ccccc2F)c1)c1ccccc1
  -18, i
> COc1ccccc1-n1c(SCC(=O)Nc2cc(C)on2)nc2c(c1=O)SCC2
  -16, i
> CCOC(=O)C(C)n1ncn2cccc2c1=O (configuration not stated)
  -21, i
> O=C(CCc1ccccc1)N/N=C/c1cc(Br)ccc1O
  -13, i
> COC(=O)C1CSC(C(=O)OC)N1C(=O)CN1CCN(c2ccccc2)CC1 (configuration not stated)
  -8, i
> O=C(NC1CC1)c1cccc(NC(=O)c2cnn(-c3ccccc3)n2)c1
  -20, nt
> CCOc1ccc(C(=O)NC(=S)NCCCN2CCOCC2)cc1
  -16, i

# Next results:
# Results follow in this order: OX1R antagonist, CHT PAM
> O=C(CN1CCc2ccccc2C1)Nc1cccc(S(=O)(=O)N2CCOCC2)c1
  -6, nt
> COc1ccc(OC)c(C(C)NC(C)=O)c1 (configuration not stated)
  -4, i
> COc1ccc(/C=C2\CCOC2=O)cc1
  -5, i
> CN(C)S(=O)(=O)c1ccc(N2CCCC2)c(C(=O)NC2CCCCC2)c1
  -34, i
> CCOC(=O)N1CCN(S(=O)(=O)c2ccc3c(c2)SC(C)C(=O)N3)CC1 (configuration not stated)
  1, i
> CC(=O)c1c(C)[nH]c(C(=O)NCc2ccccc2Cl)c1C
  -16, i
> Cc1cc([N+](=O)[O-])cc2c1NC(c1ccccn1)C1CC=CC21 (configuration not stated)
  -18, i
> NC(=O)NC(CC(=O)Nc1cccnc1)c1cccc(Br)c1 (configuration not stated)
  0, i
> OCCN(CCO)c1ccc2ccccc2c1
  -4, i
> CC1=C(C(=O)Nc2ccc(C)cn2)C(c2cnn(C)c2)C2=C(CCCC2=O)N1 (configuration not stated)
  -11, i
> CCn1c(CNc2ccc(C(=O)O)cc2)nc2ccccc21
  18, i
> CC(=O)c1cccc(NC(=O)c2cc(-c3ccncc3)nc3ccccc23)c1
  -2, nt
> O=C(c1cnn2c(C(F)F)cc(-c3ccccc3)nc12)N1CCN2CCCC2C1 (configuration not stated)
  -33, i
> CCCNC(=S)NCCN1CCCCC1
  -7, i
> Cc1ccc(NC(=O)Cc2ccc3c(c2)OCCO3)cc1S(=O)(=O)N1CCCCC1
  -24, i
> CC1=CC=CC2=NC(=O)CC(C)(C(=O)N(CC(=O)NC3CCCC3)c3ccc(F)cc3)N12 (configuration not stated)
  0, i
> N#CCCN(Cc1cccnc1)C(=S)NC(=O)c1ccc(S(=O)(=O)N2CCCC2)cc1
  -4, i
> Cc1cccc(NC(=O)Cn2c(=O)n(Cc3ccco3)c(=N)c3c4c(sc32)COC(C)(C)C4)c1
  -24, i
> COC(=O)c1ccc(S(=O)(=O)NNC(=O)c2ccc(S(=O)(=O)N3CCCCC3)cc2)cc1
  -9, i
> Cc1ccc(NC(=O)CCSc2nnc3ccccn23)cc1
  -26, i
> COc1ccc(CN(C(=O)c2cc(=O)c3cc(C)cc(C)c3o2)C2CCS(=O)(=O)C2)cc1 (configuration not stated)
  -12, i
> CCC(=O)Nc1ccc(Cl)c(NC(=O)C(C)C)c1
  -6, i
> CCOC(=O)C1CCCN(S(=O)(=O)c2c(C)[nH]c(C)c2C(=O)N2CCCC2)C1 (configuration not stated)
  -9, i
> C=CCOc1ccc(C(=O)N(Cc2ccc(N(C)C)cc2)C2CCS(=O)(=O)C2)cc1 (configuration not stated)
  -15, i
> CCN(c1ccc(NC(=O)COC(=O)c2cc3ccccc3oc2=O)cc1)C(C)C
  -15, i
> Clc1ccccc1OCCCCN1CCCC1
  -2, i
> CC(=O)c1ccc(Oc2nc(-c3cccnc3)nc3ccccc23)cc1
  -28, i
> COc1ccc(OC)c(C(c2nnnn2Cc2ccccc2)N2CCC(C(N)=O)CC2)c1 (configuration not stated)
  -20, i
> O=C(CSc1nc2ccccc2c(=O)[nH]1)N1CCCCCC1
  -14, i
> O=C(CN1CCN(Cc2ccccc2F)C1=O)NC1CCCC1
  2, i

# Full records, looked up by structure:
# Shown for `O=C(CN1CCc2ccccc2C1)Nc1cccc(S(=O)(=O)N2CCOCC2)c1` → OX1R antagonist = -6; CHT PAM = nt
# Shown for `O=C(CSc1nc2ccccc2c(=O)[nH]1)N1CCCCCC1` → OX1R antagonist = -14; CHT PAM = i
# Shown for `CC(=O)c1ccc(Oc2nc(-c3cccnc3)nc3ccccc23)cc1` → OX1R antagonist = -28; CHT PAM = i

# Additional compounds follow:
# Results follow in this order: OX1R antagonist, CHT PAM
> Cc1ccc2cc(CNC(C)(C)C)c(=O)[nH]c2c1
  -5, i
> Cc1nc2ccc(N=NC3=C(O)CCCC3=O)cc2s1
  -2, i
> CN(C)/C=C1/N=C(c2ccccc2)OC1=O
  -2, i
> Cc1cc(C)nc(N2CCCC(C(=O)NCCc3ccccc3F)C2)n1 (configuration not stated)
  -14, i
> O=C(Nc1nnc(S(=O)(=O)N2CCCC2)s1)c1ccccc1Br
  1, i
> CCc1nnc(NC(=O)CSc2n[nH]c(-c3ccccc3O)n2)s1
  -25, i
> CSCCC(NC(=O)c1ccco1)C(=O)NCCc1ccc(Cl)cc1 (configuration not stated)
  -18, nt
> CCN1CCCc2cc(CN(CCN3CCOCC3)C(=S)Nc3cccc(C)c3)ccc21
  -42, i
> COc1ccc(C)cc1NC(=O)CCC(=O)Nc1nnc(C2CCCCC2)s1
  -31, i
> CCOc1ccc(NC(=O)c2cc([N+](=O)[O-])ccc2N2CCOCC2)cc1
  -30, i
> CCN1C(=O)[C@H]2[C@@H](c3ccc(-c4cccc(Cl)c4)c(OC)c3)N[C@@](CC(C)C)(C(=O)OC)[C@H]2C1=O
  2, i
> COc1ccccc1C(=O)NCC(=O)OC(C)C(=O)NC(=O)NC1CCCCC1 (configuration not stated)
  -29, i
> Cc1cc(O)ccc1NS(=O)(=O)c1ccc2c3c(cccc13)C(=O)N2
  -7, i
> CC(=O)Nc1cccc(-c2cnc3ccccc3n2)c1
  -21, i
> COc1cc(C(=O)Nc2cc(C)c(OCC(=O)N3CCOCC3)c(C)c2)cc(OC)c1OC
  -31, i
> CC(=O)Nc1cccc(NC(=O)c2ccco2)c1
  17, i
> O=C(N/N=C\c1cccs1)c1sccc1-n1cccc1
  -10, i
> Cc1ccc2c(CC(=O)NNC(=O)c3ccncc3)coc2c1
  -1, i
> CN(CC(=O)Nc1ccccc1Cl)C(=O)c1cc(-c2cccs2)nn1-c1ccccc1
  -18, i
> CCOc1ccc(-c2c(C(=O)N/N=C(\C)c3cccnc3)nnn2-c2nonc2N)cc1
  -7, i
> O=C(Cn1c2ccccc2c2nc3n(c(=O)c21)CCS3)N1CCCC1
  -17, i
> CNC(=S)NCCc1ccccc1
  -3, i
> Cc1ccccc1-n1c(SCC(=O)Nc2cccc3ccccc23)nc(O)cc1=O
  -3, i
> Cc1c(C)c2c(OCC(=O)N[C@@H](C(=O)O)c3ccccc3)cc3c(c2oc1=O)CCC(C)(C)O3
  -16, i
> COc1cc2[nH]c(=O)n(CCCC(=O)NCCc3ccccc3)c(=O)c2cc1OC
  -20, i
> CC(C)OC(=O)c1cc2c(ccn2C)n1CC(=O)N(Cc1ccccc1)c1ccccc1
  -30, i
> CCOc1ccc(/C=C2\SC(=S)N(CCCC(=O)NCCCN3CCOCC3)C2=O)cc1
  -27, i
> COc1ccc(N2C(=O)N[C@@H](Cc3ccccc3)C2=O)cc1OC
  3, i
> CS(=O)(=O)Nc1ccccc1C(=O)N1CCOCC1
  1, i
> CCn1ncc(NC(=S)NCCc2ccccc2)c1C(N)=O
  1, i

# 7 compounds picked at random from those above:
# Results follow in this order: OX1R antagonist, CHT PAM
> CNC(=S)NCCc1ccccc1
  -3, i
> Cc1ccc2cc(CNC(C)(C)C)c(=O)[nH]c2c1
  -5, i
> O=C(Nc1nnc(S(=O)(=O)N2CCCC2)s1)c1ccccc1Br
  1, i
> CCN1CCCc2cc(CN(CCN3CCOCC3)C(=S)Nc3cccc(C)c3)ccc21
  -42, i
> COc1ccc(C)cc1NC(=O)CCC(=O)Nc1nnc(C2CCCCC2)s1
  -31, i
> Cc1nc2ccc(N=NC3=C(O)CCCC3=O)cc2s1
  -2, i
> CCN1C(=O)[C@H]2[C@@H](c3ccc(-c4cccc(Cl)c4)c(OC)c3)N[C@@](CC(C)C)(C(=O)OC)[C@H]2C1=O
  2, i

# No enrichment for hits; 0.83% or so of the library scored in one or more.
